Giardia killer = Giardia lamblia killing; Giardia lamblia trophozoite viability; activity change, % at 7.66 µM, hits read low; 340,000 compounds, 0.15% hits; AID 540267; in the data active = activity change below about -80%; inconclusive = between about -30% and that limit;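 also: parasites exposed to compound for two days anaerobically before the ATP read; % is scaled to controls: 0 for no effect and ±100 for the full control effect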
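Giardia trophozoites, 100 cells per well, were exposed to compounds for 48 hrs at 37 deg C under anaerobic conditions; viability was then read as ATP content by bioluminescence after 15-30 min at room temperature.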
Rab9 prom act = activates the Rab9 promoter; Huh7 Rab9 promoter-luciferase reporter, luminescence, 24 h; Potency, µM (titrated, usually from 9.22 µM), inactives show at the highest dose activation, negative = inhibition, hits mostly activators; 320,000 compounds, 2.8% hits; also: potency is read from the fitted curve at half-maximal effect; % of control where 0% means no effect; nearly all actives have a fitted effect of over 60% in size
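Huh7 cells stably carrying a Rab9 promoter-luciferase reporter, 1500 cells per well in OP-MEM I with 10% FBS, treated with compound 24 hours at 37C. Luciferase activity read by luminescence after 10 minutes with Amplite reagent.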
ELG1 genotoxic = inducers of genotoxicity in HEK293T ELG1-luciferase cells | HEK293T ELG1-luciferase reporter, luminescence, 16 h | Potency, µM (highest dose often 46 µM), without a hit: at the top dose activity change, positive = activation, most hits filed as activators | 330,000 compounds, 1.3% hits | AID 504466; also: potency is read from the fitted curve at half-maximal effect; % of control where 0% means no effect; nearly all actives have a fitted effect of over 60% in size
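Screening used a luciferase reporter fused to human ELG1 in HEK293T cells. Luminescence was read on a CCD plate imager after 16 hr exposure and 30 min ONE-Glo incubation.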
RORg inh = ROR gamma (mouse) transcription inhibition; 310,000 compounds, 5.4% hits; Drosophila S2 Gal4-RORgamma UAS-luciferase reporter, 20 h; Potency, µM (series often up to 53.6 µM), for inactives: top-dose activity change, negative = inhibition, actives largely listed as inhibitors; also: potency is read from the fitted curve at half-maximal effect; % is scaled to controls: 0 for no effect and ±100 for the full control effect; nearly all actives have a fitted effect of over 60% in size
Target sequence (P51450 whole entry, looked up, the tested form may be a part): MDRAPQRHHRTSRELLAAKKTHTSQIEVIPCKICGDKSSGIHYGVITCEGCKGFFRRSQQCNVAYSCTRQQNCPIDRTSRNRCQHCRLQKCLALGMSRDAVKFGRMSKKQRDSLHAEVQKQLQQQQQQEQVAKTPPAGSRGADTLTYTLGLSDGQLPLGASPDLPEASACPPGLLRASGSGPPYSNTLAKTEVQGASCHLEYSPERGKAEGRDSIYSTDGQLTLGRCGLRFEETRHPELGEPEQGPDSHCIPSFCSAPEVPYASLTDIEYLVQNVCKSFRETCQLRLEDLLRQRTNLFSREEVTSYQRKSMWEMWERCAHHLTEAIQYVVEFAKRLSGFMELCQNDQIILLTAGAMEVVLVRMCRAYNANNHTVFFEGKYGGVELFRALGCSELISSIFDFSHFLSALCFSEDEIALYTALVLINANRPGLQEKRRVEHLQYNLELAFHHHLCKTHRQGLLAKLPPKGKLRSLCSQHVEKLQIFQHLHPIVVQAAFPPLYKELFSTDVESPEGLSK
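Luminescence from a UAS-regulated Photinus luciferase reporter in stably transfected Drosophila Schneider cells is measured; decreased signal marks ROR gamma inhibition. Fusion expression is induced by 700 uM copper sulfate for 20 hr.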
Gal4-VP16 FLuc = counter-screen for ROR gamma inhibitors: Gal4-VP16 reporter. Drosophila S2 Gal4-VP16 UAS-luciferase, luminescence, 20 h. Potency, µM (top dose mostly 53.6 µM), for the others: at the top dose activity, negative = inhibition, usual class: inhibitors. 310,000 compounds, 3.5% hits. AID 2546;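 also: Gal4-VP16 expression switched on by copper sulfate through the metallothionein promoter; potency is read from the fitted curve at half-maximal effect; % is scaled to controls: 0 for no effect and ±100 for the full control effect; nearly all actives have a fitted effect of over 50% in size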
p53 reactivation = restores transcriptional activity of mutant p53 | H1299 p53-A138V BP100-luciferase reporter, luminescence, 24 h | Potency, µM (highest dose often 92.2 µM), inactives show at the top dose activity change, positive = activation, usual class: activators | 320,000 compounds, 0.063% hits; also: potency is read from the fitted curve at half-maximal effect; % of control where 0% means no effect; nearly all actives have a fitted effect of over 45% in size
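p53-null H1299 cells stably carrying temperature-sensitive p53-A138V and a BP100-luciferase reporter were pinned with compounds (4-point, 1:5 series) and held 24 hrs at 37 deg C. Luminescence was read 10 min after detection reagent.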
BRCA1 expr act = BRCA1 expression activation; 380,000 compounds, 1.1% hits; MCF7-BRCA1-FFLuc reporter, luminescence, 48 h; response scale: scaled: vehicle 0%, 10 µM genistein 100%; Potency, µM (top dose mostly 46.1 µM), without a hit: top-dose activation, usual class: activators; also: potency is read from the fitted curve at half-maximal effect; nearly all actives have a fitted effect of over 80% in size; some results filed as inactive show a strong effect at the top dose
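48 h compound treatment of MCF7-BRCA1-FFLuc cells (phenol-red free MEM, 37 °C), then 15 min with luciferase substrate and luminescence imaging.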
PKM2 act = increases activity of human pyruvate kinase M2 | P14618 | purified PKM2, Kinase-Glo ATP luminescence, activation; response scale: 0% is enzyme alone, no compound | Potency, µM (titrated, usually from 57.5 µM), inactives show at the highest dose activation, most hits filed as activators | 260,000 compounds, 0.34% hits | AID 1631; also: potency is read from the fitted curve at half-maximal effect; % is scaled to controls: 0 for no effect and ±100 for the full control effect; nearly all actives have a fitted effect of over 55% in size
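Kinase-Glo luminescence reports ATP generated from ADP (0.1 mM) and PEP (0.5 mM) by purified hPK-M2 after 1 h at room temperature, pH 7.2 imidazole buffer; intermediate enzyme activity allows detecting inhibitors and activators.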
Menin-MLL TR inh = inhibitors of human menin-MLL interaction, mutant MLL peptide; Menin + Texas Red MLL mutant peptide, fluorescence polarization; Potency, µM (titrated, usually from 61.6 µM), inactives show at the top dose FP activity change, negative = inhibition, actives largely listed as inhibitors; 270,000 compounds, 0.23% hits; active = well fitted inhibition curve with a large enough effect in the polarisation, with a control signal flat, not every such curve was filed as active; inconclusive = small, poorly fitted or top-dose-only effect, or effect the other way, or a change in a side signal; inactive = no such curve, though single readings can be large or run the other way; the % refers to the polarisation; also: potency is read from the fitted curve at half-maximal effect; % of control where 0% means no effect; many of its hits are not listed in these tables
FLuc counter = inhibits or activates purified firefly luciferase, miR-21 counter-screen. P08659. purified FLuc, Km substrates, luminescence inhibition. Potency, µM (top dose mostly 57.5 µM), inactives show at the highest dose activity change, negative = inhibition, usual class: inhibitors. 360,000 compounds, 6.9% hits. AID 588342;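 also: potency is read from the fitted curve at half-maximal effect; plate controls were vehicle for no effect and reference inhibitor for full effect; nearly all actives have a fitted effect of over 55% in size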
Target sequence (P08659 whole entry, looked up): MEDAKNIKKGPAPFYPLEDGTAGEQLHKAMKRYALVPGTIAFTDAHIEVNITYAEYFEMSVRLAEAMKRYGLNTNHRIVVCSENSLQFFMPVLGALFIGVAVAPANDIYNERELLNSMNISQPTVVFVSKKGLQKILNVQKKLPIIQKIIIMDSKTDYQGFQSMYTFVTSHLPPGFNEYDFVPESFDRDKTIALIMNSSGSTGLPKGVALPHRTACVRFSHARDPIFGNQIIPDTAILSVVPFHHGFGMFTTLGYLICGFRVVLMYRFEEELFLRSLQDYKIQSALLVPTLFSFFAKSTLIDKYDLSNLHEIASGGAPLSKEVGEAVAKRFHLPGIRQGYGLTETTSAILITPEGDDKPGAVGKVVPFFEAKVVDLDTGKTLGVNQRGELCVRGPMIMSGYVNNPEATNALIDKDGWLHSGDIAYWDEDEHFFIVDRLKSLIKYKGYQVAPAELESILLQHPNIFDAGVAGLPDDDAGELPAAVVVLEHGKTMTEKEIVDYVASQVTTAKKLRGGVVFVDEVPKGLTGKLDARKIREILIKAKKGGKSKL
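Biochemical qHTS of compounds, final roughly 60 µM downward over six points, against 10 nM purified firefly luciferase using Km concentrations of substrates (10 uM D-luciferin, 10 uM ATP) in Tris acetate pH 7.5 buffer; luminescence output.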
NPC1 prom act = activates the NPC1 promoter | Huh7 NPC1 promoter luciferase reporter, 24 h | Potency, µM (series often up to 9.22 µM), for the others: top-dose activation, most hits filed as activators | 320,000 compounds, 2.4% hits;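 also: potency is read from the fitted curve at half-maximal effect; % of control where 0% means no effect; nearly all actives have a fitted effect of over 60% in size; reporter is driven by a mutant NPC1 promoter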
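Cells: Huh7 expressing luciferase under the NPC1 promoter, 1500/well. Seeded 2 h, compound added, incubated 24 h at 37 °C. Luciferase reagent, 10 min ambient, then luminescence.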
The depositor's hits bear a star; u = inconclusive; x = no result given; [ ] = dose if it differs, or a comment. Unless noted, calls follow the shape of the dose curve; as a rule, active = well fitted curve in the direction sought with a large enough effect; inconclusive = small, poorly fitted or top-dose-only effect, or another doubt; inactive = no such curve, though single readings can be large; an effect the other way counts as inactive or inconclusive.

SMILES	Giardia killer	Rab9 prom act	ELG1 genotoxic	RORg inh	Gal4-VP16 FLuc	p53 reactivation	BRCA1 expr act	PKM2 act	Menin-MLL TR inh	FLuc counter	NPC1 prom act
CCCCc1ccc(NC(=O)C2CCCO2)cc1 (centres undefined)	-2.8	2.24µM*	u	u	12.6%	x	1.41µM*	11.3%	14.7%	13.5µM*	1.58µM*
CNc1oc(/C=C/c2cccc(OC)c2)nc1C#N	-18.8	0.1%	20.6µM*	36.1%	-5.9%	x	u	-1.6%	u	15.1µM*	3.1%
CCOC(=O)c1c(C)[nH]c(C)c1C(=O)CSc1nc2ccccc2c(=O)n1-c1ccc(Cl)cc1	4.4	-2.7%	-12.6%	u	-4.8%	1.9%	-78.6%	9.0%	8.7%	-19.1%	-1.5%
Cc1ccc2nc(SCC(=O)Nc3c(F)cccc3F)[nH]c2c1	1.5	-2.6%	3.5%	1.7%	22.9%	2.2%	-9.5%	3.2%	-0.2%	-2.1%	-1.4%
Cc1cc(C)cc(OCc2ccc(C(=O)N3N=C(C(F)F)CC3(O)C(F)F)o2)c1 (centres undefined)	9.7	-1.1%	x	u	u	x	-53.4%	0.1%	9.4%	4.2%	3.5%
CC(C)(C)c1ccc(/C=C/C(=O)Nc2cccnc2)cc1	-4.1	1.12µM*	2.31µM*	7.5%	-10.2%	u	20.1%	x	348.6%[activator]	2.69µM*	2µM*
CC(C)(C)CC(=O)Nc1ccc(-c2nnc3n2CCCCC3)cc1	7.1	7.5%	3.2%	-12.2%	3.8%	2.7%	3.7%	x	-16.4%	1.1%	-3.4%
COc1ccc(CNC(=O)C(=O)N2CCC3(CC2)OCCN3S(=O)(=O)c2ccc(C)cc2)cc1	1.6	-1.6%	-1.9%	x	x	-1.9%	-11.5%	x	x	-1.7%	-2.2%
CC1CCCCN1c1nnc(N)s1 (centres undefined)	-16.0	-0.8%	-3.7%	9.6%	2.6%	23.2%	9.1%	6.2%	u	-14.4%	-1.1%
C=CCn1c(COc2cccc(C)c2)nnc1SCC(=O)NC(=O)NCc1ccco1	-5.6	-0.8%	-0.3%	u	u	20.4%	-3.6%	14.4%	1.3%	-2.0%	-0.7%
CNc1cc(CSc2ccc(Cl)cc2)nc(C)n1	-1.0	2.24µM*	18.2%	39.4%	u	u	5.01µM*	x	5.1%	16.9µM*	u
Cc1cccc(C)c1NC(=O)c1c(C)nn(-c2ccccc2)c1Cl	-17.4	-4.8%	-4.6%	-27.3%	6.9%	-7.8%	-5.7%	4.4%	-10.9%	-2.9%	0.5%
CN1C(=O)CC(N2CCC(c3nc4ccccc4[nH]3)CC2)C1=O (centres undefined)	2.9	1.4%	-3.4%	-1.5%	-3.2%	0.5%	1.0%	-28.5%	3.5%[11.7 µM]	0.9%	-1.7%
COc1ccc(NS(=O)(=O)c2cccc(C(=O)N(C)Cc3ccc(SC)cc3)c2)cc1	14.9	11.7%	8.6%	x	x	-0.1%	-34.8%	x	x	-13.4%	-1.3%
COc1cc(C(=O)Nc2cc(C(F)(F)F)ccc2N2CCOCC2)ccc1OCC(=O)N1CCOCC1	10.2	-3.4%	4.8%	x	x	-1.7%	-17.2%	x	x	-2.8%	-0.1%
CC(C)c1ccccc1NC(=O)COC(=O)Cc1c[nH]c2ccccc12	-5.7	2.7%	-1.1%	-7.7%	-1.7%	3.1%	-4.3%	-2.2%	7.5%	-11.7%	0.9%
Cn1c(SCC(=O)N2CC(=O)Nc3ccccc32)nnc1C(F)(F)F	-5.4	-10.4%	-0.5%	x	x	7.5%	6.9%	x	x	-0.2%	-1.2%
CC(=O)Nc1ccc(S(=O)(=O)N2CCC(C(=O)N[C@@H](C)C(=O)NC3CCCC3)CC2)cc1	-1.3	0.5%	1.0%[9.26 µM]	-7.6%	-5.0%	-0.8%	7.8%	x	-15.2%	0.9%	-3.3%
CC1(C)Cc2cccc(OCC(=O)Nc3cccnc3)c2O1	-5.5	-0.5%	-1.2%	42.8%	-1.2%	6.8%	-26.4%	0.9%	4.2%	-1.2%	-3.4%
COc1ccc(CN(C)C(=O)Cc2c[nH]c3ccccc23)c(OC)c1OC	-5.2	-3.9%	-7.5%	41.0%	-3.1%	-0.9%	-0.2%	x	-15.7%	-1.3%	-2.3%
COc1ccc(/C=C/c2ccncc2)cc1OC	-11.1	3.6%	23.1µM*	-20.0%	3.0%	13.8%	50.0%	-5.0%	-25.0%	u	0.1%
Fc1ccc(CSc2nnc(Cc3sc(-c4ccccc4)nc3-c3ccccc3)o2)cc1	4.4	u	-6.7%	5.6%	1.2%	-3.4%	-12.0%	5.2%	0.2%	2.0%	1.3%
CC(=O)N(Cc1cccc(Br)c1)c1ccc(N2CCOCC2)c(Cl)c1	27.7	-1.4%	-5.3%	u	12.1%	x	-24.3%	0.3%	-16.1%	11.4%	-2.7%
C/C(=N/NC(=O)c1ccco1)c1cccc(NC(=O)c2ccc(C)s2)c1	-6.8	27.1%	12.8%	-14.8%	6.2%	10.7%	74.3%	6.7%	4.9%	4.78µM*	22.5%
O=C(NCc1cccnc1)C1CCN(S(=O)(=O)c2cccs2)CC1	4.6	14.9%	0.7%	-5.0%	-8.6%	-2.3%	4.0%	-14.3%	12.5%	-0.1%	-0.4%
CN(C)C(=O)CCC(=O)N1CCCC(C(=O)c2ccc(C(F)(F)F)cc2)C1 (centres undefined)	25.3	5.8%	1.0%	4.4%	7.3%	-35.1%[inhibitor]	36.1%	1.4%	-24.3%	1.7%	-2.2%
CC1CCN(S(=O)(=O)CCNC(=O)c2ccc(F)cc2)CC1	-1.1	-5.0%	-2.3%	x	x	-3.1%	-2.1%	x	x	3.0%	-2.3%
Cc1cc[n+](-c2[nH]c(=O)sc2/C=N/NC([S-])=Nc2ccccc2)cc1	-6.0	-4.7%	-1.4%	u	-9.1%	-19.8%	-31.2%	u	9.6%	1.5%	1.4%
COC(=O)c1cc2sc(Cl)cc2n1Cc1nc(-c2ccccc2)oc1C	-4.0	-4.5%	1.5%	4.8%	-0.5%	1.1%	-19.3%	-6.5%	6.8%	5.9%	0.1%
CCOC(=O)C1CCN(c2ncnc3c2c(-c2ccccc2)cn3-c2ccc(C)cc2)CC1	-13.9	2.3%	-9.3%	1.6%	2.9%	2.9%	-47.9%	1.9%	u	-7.4%	-3.8%
CC(C)(C)NC(=O)CN(C(=O)CNS(=O)(=O)c1ccccc1)c1ccc2c(c1)OCCO2	-5.7	8.6%	-1.2%	-0.6%	6.2%	-4.3%	0.5%	3.7%	-13.2%	-0.6%	6.6%
CN1/C(=C/C2CC(=O)N(c3cccc4ccccc34)C2=O)C(C)(C)c2ccccc21 (centres undefined)	8.3	-13.2%	-0.7%	14.2%	3.5%	0.8%	-2.7%	3.1%	u	0.7%	-3.1%
Cc1cccc2c1ncc1c(=O)n(-c3ccccc3)[nH]c12	-6.0	2.24µM*	u	-18.2%	-6.5%	u	u	x	u	4.26µM*	3.16µM*
COc1ccc(-c2cc(C(=O)N3CCOCC3)c3cc(C)ccc3n2)cc1	u	0.2%	1.8%	20.4%	-6.5%	-3.0%	0.2%	-2.4%	-20.6%	16.9µM*	5.0%
Cc1cccc(N(CC(=O)NCC2CCCO2)C(=O)CCC(=O)Nc2nccs2)c1 (centres undefined)	3.1	4.4%	0.3%	-8.3%	3.3%	3.3%	-3.0%	x	x	1.7%	2.1%
COc1cccc(CC(=O)Nc2ccc3nc(C)sc3c2)c1	-4.9	14.1%	17.1%	37.3%	26.1%	16.4%	u	1.6%	-13.4%	16.9µM*	27.6%
O=C1NC(=O)c2cc([N+](=O)[O-])cc3cccc1c23	u	11.0%	1.4%	u	u	-54.5%[inhibitor]	-28.1%	-3.9%	-3.7%	-3.3%	0.8%
O=C(Nc1ccccc1N1CCCCC1)c1ncoc1-c1ccc(F)cc1	2.8	-3.7%	-4.5%	1.1%	-2.5%	-1.9%	-45.6%	-0.9%	6.7%	9.6%	-4.7%
CC12CCC(=O)N1C(C(=O)Nc1ccccc1N1CCCCC1)CS2 (centres undefined)	2.3	-0.9%	-4.7%	x	x	-11.4%	-14.7%	x	x	1.3%	-2.3%
Cc1ccc2c(c1)Sc1c(ccc3ccccc13)N2	-0.8	2.51µM*	u	-41.8%	-22.2%	u	16.3%	-2.8%	x	12µM*	u

These rows are one share of the data; the hit share may differ from the screen's.
